Giardia FBPA inh – blocks Giardia fructose-bisphosphate aldolase activity. A8B2U2. purified Giardia FBPA. Potency, µM (doses to about 59.6 µM), for inactives: top-dose activity, negative = inhibition, usual class: inhibitors. actives 0.71% (n = 290,000); note: potency is the fitted concentration of half-maximal effect; nearly all actives have a fitted effect of over 55% in size
Target sequence (A8B2U2 whole entry, looked up): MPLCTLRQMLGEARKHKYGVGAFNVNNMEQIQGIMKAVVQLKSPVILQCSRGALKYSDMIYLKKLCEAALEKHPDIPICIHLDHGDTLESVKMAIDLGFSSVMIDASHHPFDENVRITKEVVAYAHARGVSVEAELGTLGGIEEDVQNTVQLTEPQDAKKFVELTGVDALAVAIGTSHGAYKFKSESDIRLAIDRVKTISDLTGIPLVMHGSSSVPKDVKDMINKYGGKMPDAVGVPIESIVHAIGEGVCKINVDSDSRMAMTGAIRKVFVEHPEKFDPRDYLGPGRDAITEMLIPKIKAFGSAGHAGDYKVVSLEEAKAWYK
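40 nM FBPA preincubated 10 min at RT with compound (up to 57.5 uM final), then substrate plus GAPDH/TPI/NAD/arsenate coupling and diaphorase/resazurin added. Fluorescence read after 20 min at RT, 525/598 nm.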
AmpC detergent – AmpC beta-lactamase inhibition with detergent present; P00811; AmpC hydrolysis of nitrocefin, absorbance 480 nm, 0.01% Triton; Potency, µM (doses to about 114 µM), without a hit: top-dose activity change, negative = inhibition, actives largely listed as inhibitors; actives 0.041% (n = 370,000);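 note: potency is the fitted concentration of half-maximal effect; 0% = no-compound wells and -100% = no-enzyme wells; nearly all actives have a fitted effect of over 25% in size; some results filed as inactive show a strong effect at the top dose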
Target sequence (P00811 whole entry, looked up): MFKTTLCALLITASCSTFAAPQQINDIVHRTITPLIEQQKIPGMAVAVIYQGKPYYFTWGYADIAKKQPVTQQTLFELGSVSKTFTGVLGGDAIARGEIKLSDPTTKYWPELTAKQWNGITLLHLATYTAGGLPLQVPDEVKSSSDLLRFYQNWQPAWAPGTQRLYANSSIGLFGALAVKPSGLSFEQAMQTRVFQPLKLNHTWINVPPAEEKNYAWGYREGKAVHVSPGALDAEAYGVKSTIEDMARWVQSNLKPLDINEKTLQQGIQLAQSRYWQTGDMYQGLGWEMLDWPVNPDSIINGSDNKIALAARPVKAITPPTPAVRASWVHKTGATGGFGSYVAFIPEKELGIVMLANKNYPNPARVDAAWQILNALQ
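AmpC (5.3 nM in the dispensed reagent) in 20 mM phosphate pH 7.0 with 0.01% (detergent screen) or 0.0001% Triton X-100 was preincubated with compounds for 15 min at room temperature. Nitrocefin was then added from an 800 uM solution, and hydrolysis was followed at 480 nm.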
AMA1 RON2 block – inhibitors of Plasmodium falciparum AMA1-RON2 interaction; Potency, µM (highest dose often 58.2 µM), inactives show at the highest dose activity change, negative = inhibition, hits mostly inhibitors; actives 0.2% (n = 360,000); AlphaScreen AMA1-biotinylated RON2 peptide binding;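 note: potency is the fitted concentration of half-maximal effect; 0% = vehicle wells and -100% = peptide control; nearly all actives have a fitted effect of over 45% in size; some results filed as inactive show a strong effect at the top dose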
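AMA1 (3D7) with his tag at 25 nM final met compounds first, then biotinylated RON2 peptide at 25 nM; detection used donor plus acceptor beads, 10 µg/mL apiece, read by AlphaScreen after 30 min at room temperature.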
HCV inh – inhibitors of hepatitis C virus infection; Huh7.5.1 HCVcc-Cre infection, luciferase reporter, 44 h; Potency, µM (titrated, usually from 41.8 µM), for the others: at the top dose activity change, negative = inhibition, most hits filed as inhibitors; actives 3.4% (n = 340,000); note: potency is the fitted concentration of half-maximal effect
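A cell-based infection assay in which seeded cells (1,000 per well) receive test compound after 4 h, are inoculated with HCVcc-Cre at approximately 0.5 moi, and are incubated 44 h before luminescence detection.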
HCMV inh – inhibitors of human cytomegalovirus | HFF cells, HCMV-luciferase reporter, 72 h; stronger effect = lower value | activity change, negative = inhibition, % at 57.5 µM | actives 4.5% (n = 410,000); in the data active = activity change below about -60%; inconclusive = no clear call, values can overlap the other calls; inactive = above about -39%
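Compounds were evaluated in HFFs infected with an HCMV luciferase reporter virus (MOI 1 PFU/cell). Luciferase in lysates collected 72 h post infection served as the replication measure.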
Sm TGR inh – inhibitors of Schistosoma mansoni thioredoxin glutathione reductase; Q962Y6; purified TGR, DTNB reduction, TNB absorbance 405 nm; Potency, µM (highest dose often 114 µM), for the others: at the highest dose activity change, negative = inhibition, actives largely listed as inhibitors; actives 3% (n = 360,000); note: potency is the fitted concentration of half-maximal effect; nearly all actives have a fitted effect of over 60% in size
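Kinetic colorimetric format: TGR-catalysed, NADPH-driven DTNB reduction monitored via TNB absorbance. Enzyme dispensed at 20 nM; compound exposure 15 min at room temperature before reaction start.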
The depositor's hits bear a star; ? = inconclusive; . = no result given; & = joins results of further samples; [ ] = dose if it differs, or a comment. Unless noted, calls come from the whole dose curve; as a rule, active = well fitted curve in the direction sought with a large enough effect; inconclusive = small, poorly fitted or top-dose-only effect, or another doubt; inactive = no such curve, though single readings can be large; an effect the other way counts as inactive or inconclusive. Unless noted, % is set by controls: 0 for no effect and ±100 for the full control effect.

Preview (2 entries):
SMILES | Giardia FBPA inh | AmpC detergent | AMA1 RON2 block | HCV inh | HCMV inh | Sm TGR inh
CCC(Sc1nc(N)cc(=O)[nH]1)C(=O)Nc1cc(C)on1 (stereo unspecified) | -4% | 4% | -8% | -3% | -24 | 17%
N#Cc1ccc(C(=O)Nc2ccc(N3CCN(C(=O)c4ccco4)CC3)cc2)c(F)c1 | 5% | -9% | -3% | -1% | 1 | 13%

The list itself, from the first entry:
SMILES | Giardia FBPA inh | AmpC detergent | AMA1 RON2 block | HCV inh | HCMV inh | Sm TGR inh
CCC(Sc1nc(N)cc(=O)[nH]1)C(=O)Nc1cc(C)on1 (stereo unspecified) | -4% | 4% | -8% | -3% | -24 | 17%
N#Cc1ccc(C(=O)Nc2ccc(N3CCN(C(=O)c4ccco4)CC3)cc2)c(F)c1 | 5% | -9% | -3% | -1% | 1 | 13%
CC1(C)Cc2nc3sc(C(N)=O)c(N)c3cc2CO1 | -3% | 2% | -7% | 14% | -10 | 10%
COCCNC(=O)CSc1nnc(NC(=O)C2CC(=O)N(c3ccccc3OC)C2)s1 (stereo unspecified) | . | -9% | 4% | -16% | -28 | -7%
Oc1c(Br)cc(/C=N/n2c(-c3ccccc3)n[nH]c2=S)cc1Br | 8% | -4% | 77%[activator] | 10% | -2 | 3%
Cc1ccc2cc(C=O)c(N(C)C)nc2c1 | -5% | -7% | -2% | 8% | 6 | -24%
CC(=O)c1ccc(NC(=O)CSc2ccc(-c3sc(C)nc3C)nn2)cc1 | . | 1% | 29% | ? | . | -10%
COCCC(=O)N1CCC(Oc2ccc(C(=O)N(C)C(C)c3ccon3)cc2)CC1 (stereo unspecified) | . | -9% | 9% | 13% | 1 | 5%
CCCCn1nnnc1SCC(=O)c1ccc(C)c(C)c1 | 3% | -8% | -8% | 4% | 7 | 0%
CCN1CCc2c(OCC(=O)N3CCCc4ccccc43)cccc2C1=O | 1% | -6% | -6% | ? | -11 | 1%
CCOc1ccc(CNC(=O)CCCn2c(=O)c3cccn3c3ccccc32)cc1 | . | 3% | . | . | -9 | 0%
CN1C(=O)C(C)(C)c2cc(S(=O)(=O)NCc3ccc(C(=O)NCc4ccco4)cc3)ccc21 | 14% | -11% | -21% | 9% | 47 | -31%
COc1ccccc1C(=O)NC(=O)COC(=O)Cn1cnc2c1c(=O)n(C)c(=O)n2C | . | -9% | -8% | 16% | -26 | 1%
CC(=O)c1cnc2n(c1=O)CCS2 | 4% | -11% | -14% | 9% | -17 | -1%
COc1ccccc1C1CC(c2ccco2)=NN1c1ccccc1 (stereo unspecified) | -4% | -2% | ? | ? | 49 | -13%
COc1cc(-c2nc(C(N)=O)c3c(n2)n(-c2cccc(C)c2)c(=O)n3C)cc(OC)c1OC | . | 0% | . | . | 2 | 0%
COc1ccc(C2CC(=O)N(Cc3ccc(F)cc3)c3ccccc3S2)cc1 (stereo unspecified) | . | -3% | . | . | ? | 2%
Cc1cc(C)nc(NC2=NCC(=O)N2c2ccccc2Br)n1 | -21% | 0% | 11% | 4% | 48 | -13%
COc1cc(N)c(Cl)cc1C(=O)OCC(=O)c1ccc2c(c1)NC(=O)CO2 | . | -4% | -5% | ? | -4 | -2%
CNc1oc(/C=C/c2cccc(OC)c2)nc1C#N | -7% | -7% | 8% | 17% | . | 0%
O=C(Nc1ccc(OC(F)(F)F)cc1)Nc1cccc([N+](=O)[O-])c1 | -14% | -6% | 18% | ? | -104* | -10%
O=c1oc2ccccc2cc1-c1nnc(NCc2ccco2)s1 | -6% | 1% | -29% | -24% | 176 | -25%
Cn1c(NC(=O)c2ccc(Cl)cc2Cl)cc(=O)n(C)c1=O | 5% | -2% | 11% | -8% | -16 | -14%
CSc1nc2c(c(C(F)(F)F)n1)CC(C)CC2 (stereo unspecified) | . | -1% | 9% | 15% | 38 | 1%
CC(=O)c1ccc(NC(=O)C(C)Sc2nnc(-c3ccncc3)n2C2CC2)cc1 (stereo unspecified) | . | . | 4% | 8% | -64* | .
Oc1ccc2c3c1O[C@H]1c4[nH]c5ccccc5c4C[C@@]4(O)[C@@H](C2)N(CC2CC2)CC[C@]314 | . | ? | -2% | ? | 16 | 45µM*
O=C(NC1=NCCS1)c1ccccc1F | . | . | 0% | 7% | 76 | .
COCCNC(=O)C(c1ccc(C)cc1)N(C(=O)C(=O)NC1CCCC1)c1ccc2c(c1)OCCO2 (stereo unspecified) | -7% | -3% | -1% | 4% | 45 | 0%
O=C1NC(=O)C(=Cc2cccs2)C(=O)N1 | . | . | 0% | 10% | 20 | .
Cc1c(Br)c(C(F)(F)F)nn1CC(=O)NCc1ccccc1 | 1% | -2% | 15%[11.6 µM] | 8% | -34 | 2%
Oc1ccc(Br)cc1-c1nc2cnccn2c1NC1CCCCC1 | -7% | -8% | 20% | ? | ? | 11%
CCCCNCCS(=O)(=O)NCc1ccccc1OC | . | . | 14% | ? | 9 | .
CCN(CC)CCn1c2c(c(SCC(=O)Nc3nc(C)cs3)nc1=O)CCC2 | . | ? | 16% | 13% | -11 | -8%
CCCOc1ccc(CCC(=O)O)cc1 | 16% | -5% | -1% | -5% | -17 | 1%
Cc1ccc(CN2C(=O)C(Cc3ccccc3)Nc3ncnc(N4CCCCC4)c32)cc1 (stereo unspecified) | . | 0% | 0%&20% | ? | -13&-27 | -29%
Cc1ccc(C)c(N2CCN(S(=O)(=O)c3cc(C(=O)Nc4cc(Cl)cc(Cl)c4)ccc3F)CC2)c1 | . | 0% | . | . | 7 | 9%
Cc1cc(C(=O)OCC(=O)Nc2cc(Cl)ccc2C)c(C)o1 | . | 7% | 55%[activator][11.6 µM] | -6% | -20 | 3%
O=C(CCCN1C(=O)/C(=C/c2cccs2)SC1=S)Nc1cccc(C(=O)O)c1 | 18% | -1% | -3% | 9% | -38 | 0%
c1ccc2c(c1)Cn1nc(Cc3nc4c(s3)CCCC4)nc1-2 | -13% | -6% | 11% | -9% | 49 | 2%
Cc1ccc(O)c(NC(=O)c2nc3nc(C)cc(C(F)F)n3n2)c1 | . | 21% | . | . | -31 | 19%
Cc1occc1C(=O)NNC(=O)C(c1ccccc1)c1ccccc1 | 2% | -9% | 17% | 1% | -21 | 4%
COc1ccc(CC(=O)Nc2ccc(S(=O)(=O)Nc3cc(C)on3)cc2)cc1 | 16% | -3% | -6% | 15% | 15 | -6%
Cc1ccccc1NC(=O)COC(=O)Cc1cccc(C(F)(F)F)c1 | 3% | -4% | 1% | -3% | 22 | -2%
Cc1ccc(CN2C(=O)C(O)(c3c[nH]c4ccccc34)c3cc(Cl)ccc32)cc1 (stereo unspecified) | . | 5% | . | . | ? | 10%
Cc1ccc2nc(-c3ccc(Br)cc3)cn2c1 | -14% | 0% | -6% | 8% | -90* | -20%
COc1ccccc1-c1ccc(SCc2ccccc2F)nn1 | -10% | 1% | 28% | -26% | -11 | -1%
Cc1cc(C)n(CC(=O)NNC(=O)c2cccc(C(F)(F)F)c2)n1 | . | -9% | 120%[activator] | 7% | ? | 0%
OCc1nc2ccccc2n1CC(O)Cn1ccc2ccccc21 (stereo unspecified) | -1% | -11% | 1% | -8% | ? | -16%
COc1ccccc1NC(=S)N1CCC(c2nc3ccccc3o2)CC1 | 1% | ? | -2% | -6% | ? | -14%
O=C(Nc1cccc(C(F)(F)F)c1)c1ccc2nc(N3C(=O)CCC3=O)sc2c1 | 0% | 2% | 0% | -20% | -23 | -15%
O=C(Cc1ccccc1)N[C@@H](Cc1ccc(O)cc1)C(=O)O | 11% | 3% | . | . | . | 4%
CCOc1ccc(N(CC(=O)NC2CC3CCC2C3)S(=O)(=O)c2ccc(C)cc2)cc1 (stereo unspecified) | . | 0% | 1% | 6.3µM* | 5 | -6%
Cc1cc(N2CCOCC2)n2nc(C)c(-c3ccccc3Cl)c2n1 | 9% | 2% | 18% | ? | -12 | 0%
NC(=O)c1cccc(NC(=O)Nc2ccc(Cl)cc2)c1 | 14% | -4% | -10% | -7% | 34 | 5%
Cc1ccc(C)c(C(=O)C(C)Sc2nc3nn(-c4ccccc4)c(=O)c-3c3n2CCCCC3)c1 (stereo unspecified) | -3% | ? | 24% | -9% | ? | -1%
CCn1c2ccccc2c2cc(NC(=O)COC(=O)Cc3cn4ccsc4n3)ccc21 | -13% | -10% | -26% | 5.6µM* | 16 | 2%
O=C(NCc1nc(-c2ccc(Cl)cc2)no1)c1ccc2c(c1)OCO2 | -5% | -8% | -2% | 0% | -20 | 52%[activator]
COc1cccc(NCc2cccn2-c2nnc(N3CCC(C)CC3)s2)c1 | . | 12% | . | . | -24 | -21%
CS(=O)(=O)N(CC(=O)NCCSCc1c(F)cccc1Cl)c1cccc([N+](=O)[O-])c1 | 0% | -1% | -15% | 6% | 12 | .
Cc1ccc(/C=N/N2C(=O)c3ccccc3NC2c2ccc(C)cc2)cc1 (stereo unspecified) | -13% | 2% | 0% | -6% | 54 | -3%

A draw from above in order of formula weight, lowest first:
SMILES | Giardia FBPA inh | AmpC detergent | AMA1 RON2 block | HCV inh | HCMV inh | Sm TGR inh
O=C(NC1=NCCS1)c1ccccc1F | . | . | 0% | 7% | 76 | .
O=c1oc2ccccc2cc1-c1nnc(NCc2ccco2)s1 | -6% | 1% | -29% | -24% | 176 | -25%
COc1ccc(C2CC(=O)N(Cc3ccc(F)cc3)c3ccccc3S2)cc1 (stereo unspecified) | . | -3% | . | . | ? | 2%
CCN(CC)CCn1c2c(c(SCC(=O)Nc3nc(C)cs3)nc1=O)CCC2 | . | ? | 16% | 13% | -11 | -8%
COCCNC(=O)CSc1nnc(NC(=O)C2CC(=O)N(c3ccccc3OC)C2)s1 (stereo unspecified) | . | -9% | 4% | -16% | -28 | -7%

Remaining list, next part
SMILES | Giardia FBPA inh | AmpC detergent | AMA1 RON2 block | HCV inh | HCMV inh | Sm TGR inh
CNC1(c2ccc(F)cc2)CCCCC1 | . | . | 5% | 21% | -3 | .
CS(=O)(=O)N1CCC(Oc2ccccc2C(=O)N2CCN(CC3CC3)CC2)CC1 | 0% | 1% | -9% | 13% | 14 | -19%[57.1 µM]
CCCC(=O)OCC(=O)NC1CCCc2ccccc21 (stereo unspecified) | 4% | 1% | -10% | 19% | 30 | -6%
O=C(Cc1cccc(NC(=O)C2CCCN(C(=O)c3ccccc3)C2)c1)Nc1ccc(C(=O)N2CCCCC2)cc1 (stereo unspecified) | . | . | -8% | 19% | -1 | .
COc1cc2c(cc1OC)/C(=C/C#N)NC(C)(C)C2 | -15% | -14% | -13% | ? | -28 | 2%
Cc1cc2c(cc1C)/C(=C\C(N)=O)NC(C)(C)C2 | 2% | -6% | -11% | 4% | -25 | 0%
Cc1cc(Cl)ccc1NC(=S)N1CCN(C(=O)C2CCCO2)CC1 (stereo unspecified) | 12% | 3% | -13% | 6% | -10 | 2%
Cc1ccc(-c2noc(CNC(=O)c3ccc(C(C)(C)C)cc3)n2)cc1 | . | 20% | . | . | -8 | 28%
COc1ccc(C(=O)OCC(=O)C(C)(C)C)cc1S(=O)(=O)N(C)CCc1cccnc1 | 0% | -8% | -3% | 8% | 17 | -17%
CCOc1cc(/C=N/NC(=O)c2ccncc2)ccc1OC(=O)c1ccco1 | . | -7% | 18% | 0% | ? | -19%
CCOC(=O)Cc1csc(NC(=S)NC(=O)c2ccccc2)n1 | ? | 4% | 59%[activator] | -9% | -65* | -5%

High-throughput results deposited in PubChem BioAssay by National Center for Advancing Translational Sciences (NCATS).
